GPR151 ag: activators of human GPR151, primary screen, cell-based, PathHunter beta-arrestin, luminescence; hit rate 1% among 650,000; G-protein coupled receptor 151 (Homo sapiens), Q8TDV0; activation, % at 11.2 µM; AID 1508602, 2020; PathHunter beta-arrestin GPR151 cells; in the data active = activation above about 4.9%;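 note: 0% = median of compound wells and 100% = cells with positive control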
Target sequence (Q8TDV0 whole entry, looked up): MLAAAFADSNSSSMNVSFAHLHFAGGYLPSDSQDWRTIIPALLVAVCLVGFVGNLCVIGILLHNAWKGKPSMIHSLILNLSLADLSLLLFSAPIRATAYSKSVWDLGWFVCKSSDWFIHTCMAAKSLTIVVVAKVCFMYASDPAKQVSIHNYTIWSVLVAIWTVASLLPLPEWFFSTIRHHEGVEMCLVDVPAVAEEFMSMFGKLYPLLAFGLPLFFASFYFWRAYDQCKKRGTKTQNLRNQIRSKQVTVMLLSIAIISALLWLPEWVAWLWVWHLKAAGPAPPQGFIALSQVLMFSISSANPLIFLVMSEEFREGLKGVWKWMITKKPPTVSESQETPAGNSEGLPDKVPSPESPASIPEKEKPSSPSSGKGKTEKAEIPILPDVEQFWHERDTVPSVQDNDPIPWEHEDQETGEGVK
MITF inh: MITF inhibitors, primary screen, biochemical, AlphaScreen, human; inhibition, % at 2.6 µM; AlphaScreen MITF homodimerization, bead proximity signal; hit rate 0.91% among 650,000; in the data active = inhibition above about 50%;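 note: 0% = vehicle wells with protein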
Target sequence (O75030 whole entry, looked up): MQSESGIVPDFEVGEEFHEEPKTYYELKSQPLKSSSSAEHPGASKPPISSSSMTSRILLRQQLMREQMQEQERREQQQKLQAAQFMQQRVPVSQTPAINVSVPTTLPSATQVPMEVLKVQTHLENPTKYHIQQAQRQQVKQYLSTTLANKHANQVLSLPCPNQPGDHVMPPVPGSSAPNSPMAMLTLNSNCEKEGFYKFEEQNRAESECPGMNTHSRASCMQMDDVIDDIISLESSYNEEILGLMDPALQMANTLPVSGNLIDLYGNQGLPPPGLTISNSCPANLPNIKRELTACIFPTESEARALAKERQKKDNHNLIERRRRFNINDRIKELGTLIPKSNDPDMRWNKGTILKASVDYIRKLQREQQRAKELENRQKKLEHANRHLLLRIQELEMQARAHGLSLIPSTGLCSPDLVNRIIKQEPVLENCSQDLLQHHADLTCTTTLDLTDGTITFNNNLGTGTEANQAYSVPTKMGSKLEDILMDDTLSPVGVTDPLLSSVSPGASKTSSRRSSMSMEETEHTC
TEAD-YAP block: TEAD-YAP interaction inhibition, primary screen, TEAD-YAP interaction inhibitor project, luminescence, HEK-TIYL cells. TEAD-Gal4/YAP UAS-luciferase luminescence. inhibition, % at 9.12 µM. hit rate 1.4% among 640,000; in the data active = inhibition above about 32%;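 note: 0% = median of test compound wells and 100% = reference inhibitor wells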
FBW7 act: FBW7 E3 ligase activators, primary screen, biochemical, AlphaScreen, human. normalized activity (activation), % at 26.1 µM. hit rate 0.13% among 650,000. AlphaScreen FBW7–phospho-cyclin E peptide binding, activator screen; in the data active = normalized activity above about 1.9%;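 note: purified mutant Fbw7 with reduced substrate affinity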
Starred values were filed as active, the others as inactive; . = not tested or not shown.

Molecule	GPR151 ag	MITF inh	TEAD-YAP block	FBW7 act
CCN(C(=O)COc1ccc(C)c(C)c1)c1ccccc1	-0.9	8.4	-0.2	0.5
COC(=O)/C(C#N)=C/c1c(Oc2ccc(Br)cc2)nc2c(C)cccn2c1=O	1.2	4.6	-12.6	0.0
Cn1c(=O)cc(SCC(=O)Nc2ccc(S(N)(=O)=O)cc2)c2ccccc21	1.1	21.6	5.2	0.7
Cn1nccc1Nc1ccc(-n2cc(CC(=O)NCCN3CCOCC3)c3ccccc32)nn1	1.4	-5.8	8.2	-0.1
COC(=O)c1cc2sccc2nc1C	0.1	-10.7	-2.9	-0.1
O=C(CN1CCOc2ccccc21)N1CCN(Cc2ccccc2)CC1	-2.3	16.2	-1.3	0.1
COc1ccccc1CNc1ncccc1[N+](=O)[O-]	0.3	6.2	1.8	0.1
CCOC(=O)CSc1nc(OC)cc(=O)[nH]1	0.3	15.4	3.2	0.1
CCOC(=O)c1c(NC(=O)C(C)Sc2nnc(CNC(=O)c3ccccc3F)n2C)sc2c1CCCC2 (stereo not given)	1.0	-4.7	-1.2	-0.1
O=C1NC(=S)S/C1=C\c1ccc(-c2ccc(C(=O)O)cc2)o1	0.2	37.7	10.1	-0.2
COc1ccccc1N1C(=O)C2CCC(C)(C1=O)C2(C)C (stereo not given)	-1.8	-2.0	4.5	0.0
Cc1nc(CCNC(=O)CN2Cc3ccccc3OC(c3ccccc3)C2)n[nH]1 (stereo not given)	-0.5	16.6	-2.2	0.9

Molecule	GPR151 ag	MITF inh	TEAD-YAP block	FBW7 act
O=C1Nc2ccccc2/C1=C/C=C/c1ccco1	0.5	7.7	-65.9	0.1
CCC1CCCCN1Cc1cc(OC)c(O)c([N+](=O)[O-])c1 (stereo not given)	-0.6	15.2	0.0	-0.1
COc1ccc(/C=C/CN2CCC3(CCC(CNC(=O)c4ccco4)O3)CC2)cc1 (stereo not given)	1.0	13.6	1.4	0.0
N#Cc1c(NC(=O)c2cnccn2)sc2c1CCCCCC2	1.6	-3.7	-13.8	-0.1
CC(=O)Nc1ccc(Nc2nc(N3CCN(c4ccccn4)CC3)nc3c2ncn3-c2ccccc2)cc1	3.7	3.9	22.3	-0.2
CC(=O)c1ccc(NC(=O)CSc2nc(C)cc(C)c2C#N)cc1	1.0	-1.8	-35.2	-0.1
Cn1nccc1Nc1nc(NCCCN2CCCC2=O)c2ncn(Cc3ccc(C(F)(F)F)cc3)c2n1	-0.4	9.5	-8.8	0.1
CCc1cccc(CC)c1NC(=O)C1CCN(c2nnnn2-c2ccccc2)CC1	2.6	-4.8	-1.5	0.1
CC(=O)N1CCCc2cc(S(=O)(=O)N3CCN(c4cccc(C)c4)C(C)C3)ccc21 (stereo not given)	0.2	1.6	14.7	0.6
O=C1NN(c2ccccc2)C(=O)/C1=C\c1ccc(-c2cc([N+](=O)[O-])ccc2O)o1	3.3	-9.8	1.3	-0.7
CC(C)NS(=O)(=O)c1ccc(NC(=O)COc2ccc([N+](=O)[O-])cc2)cc1	-0.8	-0.9	-0.4	0.1
COc1ccc(C2CC(=O)C3=C(C2)NC(C)=C(C(=O)OC(C)C)C3c2ccc(Cl)cc2Cl)cc1OC (stereo not given)	-0.4	-9.0	5.9	0.0

Molecule	GPR151 ag	MITF inh	TEAD-YAP block	FBW7 act
CSc1nnc2c(n1)OC(c1ccc(O)c(O)c1)Nc1ccccc1-2 (stereo not given)	0.4	18.5	3.4	-0.1
Cc1ccc(CCC(=O)N2CCCC(c3c(S(C)(=O)=O)cnc4ncnn34)C2)o1 (stereo not given)	0.0	6.9	1.1	0.0
Cc1ccccc1NC1=NS(=O)(=O)c2ccccc21	1.1	-14.7	4.3	-0.2
Cc1cc(NC(=O)COc2ccc(S(=O)(=O)N3CCOCC3)cc2)no1	-0.9	0.8	1.4	-0.1
COCCCNC(=O)CC(=O)N/N=C\c1ccc(SC)cc1	-0.6	16.8	8.1	0.3
O=C(CN1CCN(S(=O)(=O)c2cccc([N+](=O)[O-])c2)CC1)Nc1ccc(F)cc1F	-0.7	-8.4	-18.4	0.0
CCOCCCNC(=O)c1ccc(S(C)(=O)=O)cc1	0.3	2.1	-9.1	0.0
CCCCCn1c(SCC#N)nc2cc(C(=O)NCC3CCCO3)ccc2c1=O (stereo not given)	0.5	-9.8	0.3	0.0
COc1ccc(OC)c(-c2[nH]nc3c2C2(C(=O)Nc4ccc(C)c(Br)c42)C(C#N)=C(N)O3)c1 (stereo not given)	0.5	3.9	-12.1	0.0
COCCNC(=O)Cn1cc(/C=C(\C#N)C(=O)NC2CCCC2)c2ccccc21	0.1	1.9	2.5	-0.2
O=C(Nc1nc2c(ccc3ccccc32)s1)c1ccc(S(=O)(=O)N2CCCCC2)cc1	0.1	-1.7	-8.6	-0.1
O=[N+]([O-])c1ccccc1/C=C/C=N/n1c(-c2ccco2)n[nH]c1=S	-0.1	-1.1	0.5	-0.1

Molecule	GPR151 ag	MITF inh	TEAD-YAP block	FBW7 act
CCN(CC(=O)Nc1ccccc1OC)Cc1nc2scc(-c3ccccc3)c2c(=O)[nH]1	-0.6	20.8	-1.6	0.1
O=C(CCC(=O)N/N=C/c1ccccc1O)N/N=C/c1ccccc1O	-0.6	34.2	-5.4	-0.4
O=C1C(Cl)=C(N2CCCCC2)C(=O)N1c1cc(Cl)ccc1Cl	-0.4	-1.3	9.7	-0.1
Cc1cccc(NC(=S)N2CCN(CCO)CC2)c1C	0.3	-17.4	-4.0	0.4
Cc1ccc2nc(-c3ccc(NC(=O)COc4ccc(Br)cc4)cc3)sc2c1	0.2	16.0	-7.0	0.0
CN(Cc1n[nH]c2c1CCCCC2)C(=O)CC1(c2ccccc2Cl)CC(=O)N(C)C1=O (stereo not given)	1.1	4.7	-3.2	-0.1
O=C(Nc1ccc2nccnc2c1)c1cccc2nccnc12	0.7	19.8	-6.7	0.0
COc1ccc(S(=O)(=O)N(C)CC(=O)Nc2ccc(Br)cc2)cc1	0.9	-6.0	-6.0	-0.1
COc1cc(C2/C(=C(/O)c3ccc(F)cc3)C(=O)C(=O)N2CCCCCC(=O)O)ccc1O (stereo not given)	0.2	20.2	-6.1	0.2
CCN(CC)C(=O)CSc1nnc(-c2ccncc2)n1N	-0.5	0.5	-6.0	0.9
CC1CC(C)CN(C(=O)C2c3ccccc3Oc3ccccc32)C1 (stereo not given)	0.1	0.3	0.7	-0.1
O=C1/C(=C/c2ccc(-c3cc(Cl)ccc3Cl)o2)C=C(c2ccccc2)N1c1ccccc1Br	-0.6	-10.1	4.9	0.6

Molecule	GPR151 ag	MITF inh	TEAD-YAP block	FBW7 act
Cc1ccc2ncc(C(=O)N3CCc4ccccc43)c(=O)n2c1	0.3	20.5	6.0	0.5
COc1cc(CNC2CCC(C)C2)cc(OC)c1 (stereo not given)	-0.3	-4.6	-5.7	-0.1
COc1ccc(Br)cc1C1=N/C(=C\c2cccc(Br)c2)C(=O)O1	-0.6	3.2	3.4	0.3
COc1ccc(NC(=O)c2cc(S(=O)(=O)N3CCN(c4ccccc4F)CC3)ccc2F)cc1	2.5	5.4	-4.8	-0.1
Cc1ccc(NC(CC(=O)c2ccccc2)c2ccc(Cl)cc2)cc1C (stereo not given)	-0.3	3.6	-14.9	-0.2
COc1ccc(C2/C(=C(/O)c3ccc(C)cc3)C(=O)C(=O)N2CCCn2ccnc2)c(OC)c1 (stereo not given)	-1.3	-13.0	-1.1	-0.1
Cc1c(C(=O)NCc2ccco2)oc2ccc(S(=O)(=O)N3CCCC3)cc12	0.4	-0.2	-5.7	-0.1
O=C(COc1cccc2ccc(N3CCN(C(=O)c4ccco4)CC3)nc12)NCC1CCCO1 (stereo not given)	1.1	13.0	23.0	0.2
COc1ccc(OC)c(NC(=S)Nc2cc(OC)ccc2OC)c1	0.5	17.6	0.8	-0.1
CC(C)NS(=O)(=O)c1ccc(CCC(=O)NCc2ccc(Cl)cc2)cc1	-1.4	10.8	2.8	-0.1
CCOc1ccccc1-c1nn2c(-c3ccccc3OC)nnc2s1	-1.1	-8.2	0.8	0.0
O=C(Nc1ccc(Cl)c(Cl)c1)c1cc2nc(-c3ccc(Br)cc3)cc(C(F)(F)F)n2n1	-1.2	22.3	6.2	0.5

Continued; the last 2 above are carried over.
Molecule	GPR151 ag	MITF inh	TEAD-YAP block	FBW7 act
CCOc1ccccc1-c1nn2c(-c3ccccc3OC)nnc2s1	-1.1	-8.2	0.8	0.0
O=C(Nc1ccc(Cl)c(Cl)c1)c1cc2nc(-c3ccc(Br)cc3)cc(C(F)(F)F)n2n1	-1.2	22.3	6.2	0.5
COC(=O)c1ccc2c(=O)[nH]c(=S)[nH]c2c1	-1.3	29.7	0.7	-0.1
CCc1ccccc1NC(=O)c1c(NC(=O)c2ccc(C)cc2)sc2c1CCC2	-1.9	-3.1	-7.5	-0.1
CS(=O)(=O)N(CC(=O)NC1CC1)c1cc(Cl)cc(Cl)c1	4.3	-9.7	3.1	-0.1
CCN(CC(=O)Nc1cc(C)on1)CC(=O)NC1CCS(=O)(=O)C1 (stereo not given)	-1.8	13.2	-0.2	0.6
CCOc1ccc(C(=O)N2CCC(n3nnc4cc(C(F)(F)F)ccc43)CC2)cc1	1.0	24.5	1.9	0.2
C[C@H](CCCO)[C@H]1CC[C@H]2[C@@H]3[C@H](O)C[C@H]4CC(=O)CC[C@]4(C)[C@H]3C[C@H](O)[C@]12C	-2.9	9.9	.	.
O=[N+]([O-])c1ccc(N2CCCC2)cc1NCc1cccnc1	-0.9	22.0	5.6	0.7
O=C(CSc1ncccn1)N/N=C/c1ccc(OC2CSC2)cc1	-0.1	-8.8	-12.0	0.1
CCOC(=O)C1CCN(CCC(=O)Nc2ccc(OC)cc2)CC1	-1.6	0.6	-7.3	0.0
Cc1ccc(OCC(=O)N2CCN(C(=O)COc3ccc(C)cc3)CC2)cc1	-0.1	3.0	14.0	-0.1
CC(C)[C@H](NC(=O)c1c(F)cccc1F)C(=O)O	1.5	3.9	2.9	0.1
CCOc1ccc(Br)cc1S(=O)(=O)N1CCCN(C)CC1	0.5	-7.1	-3.3	0.1

Some of these compounds in order of length of the SMILES, smallest number first.
Molecule	GPR151 ag	MITF inh	TEAD-YAP block	FBW7 act
O=C(CSc1ncccn1)N/N=C/c1ccc(OC2CSC2)cc1	-0.1	-8.8	-12.0	0.1
O=[N+]([O-])c1ccc(N2CCCC2)cc1NCc1cccnc1	-0.9	22.0	5.6	0.7
CS(=O)(=O)N(CC(=O)NC1CC1)c1cc(Cl)cc(Cl)c1	4.3	-9.7	3.1	-0.1

(continued)
Molecule	GPR151 ag	MITF inh	TEAD-YAP block	FBW7 act
O=C(Nc1ccccc1C(=O)N1CCCCCC1)c1cccc(S(=O)(=O)N2CCCC2)c1	0.9	6.6	8.6	0.0
COC(=O)c1c(NC(=O)c2cc3nc(-c4ccco4)cc(C(F)(F)F)n3n2)sc2c1CCC(C)C2 (stereo not given)	-0.1	3.4	-0.3	-0.1
CC(C)(C)NC(=O)Cn1cnc2c(cnn2CCO)c1=O	-0.8	0.1	0.7	0.0
O=C(CCS(=O)(=O)c1ccccc1)NC12CC3CC(CC(C3)C1)C2	3.1	-23.3	-78.3	0.1
CN(C)CCN1C(=O)C(=O)/C(=C(/O)c2ccc(F)cc2)C12C(=O)N(C)c1ccccc12 (stereo not given)	0.1	-7.8	0.0	-0.2
CCOC(=O)c1cc(C(=O)NNC(=O)c2ccc(OC)c(OC)c2)c(C)nc1C	3.4	-9.7	-2.4	0.2
CC(C)(C)CC(=O)N1CCc2cc(-c3csc(NC(=O)c4cccnc4)n3)ccc21	-0.4	2.2	35.8*	0.2
Cc1nnc(SCC(=O)NC2CCCC2)s1	0.4	2.9	9.2	-0.1
O=C(Cc1cccs1)Nc1ccccn1	-1.5	1.0	-18.7	-0.1
COCC(C)NS(=O)(=O)c1cc(Cl)ccc1Cl (stereo not given)	-0.3	-3.4	6.6	-0.1
Cc1ccc(N(CC(=O)NCc2ccccc2C)S(C)(=O)=O)c(C)c1	2.9	-9.6	0.8	0.0
CCOc1ccc(Nc2nc(-c3ccc(C)cc3)nc3ccccc23)cc1	-0.6	4.7	-2.5	0.0

Molecule	GPR151 ag	MITF inh	TEAD-YAP block	FBW7 act
O=C(NCCN1CCOCC1)c1cnc(Nc2cnccn2)s1	1.8	15.0	11.9	0.5
O=C(O)c1nc2nc(-c3cccs3)cc(C(F)(F)F)n2n1	0.3	-0.8	-3.6	-0.3
Cc1ccccc1S(=O)Cc1ccc(C(=O)NCc2ccccc2)o1 (stereo not given)	1.1	6.5	-4.5	-0.1
O=C(NC(O)C(=O)c1ccc(F)cc1)c1ccc(F)cc1 (stereo not given)	-0.5	10.7	-8.3	0.9
CCCc1noc(-c2cc(-c3ccc(F)cc3)nc3ccccc23)n1	-0.6	-9.5	8.4	-0.1
O=C(O)C1C2CCC(C2)C1C(=O)Nc1nc2ccccc2s1 (stereo not given)	-0.1	3.7	3.8	0.1
CN(C(=O)c1ccc([N+](=O)[O-])cc1Cl)C1CCCCC1	1.1	3.7	-10.8	-0.2
Cc1o[nH]c(=O)c1CCC(N)C(=O)O (stereo not given)	-0.1	16.9	.	0.0
COC(=O)Cc1ccc(NC(=S)N2CCN(C(=O)C3CCCO3)CC2)cc1 (stereo not given)	-1.2	-4.0	9.3	-0.2
O=C(NC(CO)C(O)c1ccc([N+](=O)[O-])cc1)c1cc(F)c(F)cc1Cl (stereo not given)	3.7	-38.6	0.8	-0.2
CCOc1ccc(/C=N/N2C(=O)NC(C)(CC)C2=O)c(O)c1 (stereo not given)	2.5	-5.0	2.7	0.0

Source: PubChem (The Scripps Research Institute Molecular Screening Center)
